KDM5B inh: Primary screen for KDM5B Histone Demethylases FDH-coupled qHTS; Potency, µM (top dose mostly 57.7 µM), for the others: top-dose activity change, negative = inhibition, most hits filed as inhibitors; hit rate 2.6% among 220,000; KDM5B demethylase, FDH-coupled NADH fluorescence (FDH is formaldehyde dehydrogenase); active = well fitted inhibition curve with a large enough effect; inconclusive = small, poorly fitted or top-dose-only effect; inactive = no such curve, though single readings can be large or run the other way; also: 0% is about no effect; nearly all actives have a fitted effect of over 70% in size
Target sequence (Q9UGL1 whole entry, looked up): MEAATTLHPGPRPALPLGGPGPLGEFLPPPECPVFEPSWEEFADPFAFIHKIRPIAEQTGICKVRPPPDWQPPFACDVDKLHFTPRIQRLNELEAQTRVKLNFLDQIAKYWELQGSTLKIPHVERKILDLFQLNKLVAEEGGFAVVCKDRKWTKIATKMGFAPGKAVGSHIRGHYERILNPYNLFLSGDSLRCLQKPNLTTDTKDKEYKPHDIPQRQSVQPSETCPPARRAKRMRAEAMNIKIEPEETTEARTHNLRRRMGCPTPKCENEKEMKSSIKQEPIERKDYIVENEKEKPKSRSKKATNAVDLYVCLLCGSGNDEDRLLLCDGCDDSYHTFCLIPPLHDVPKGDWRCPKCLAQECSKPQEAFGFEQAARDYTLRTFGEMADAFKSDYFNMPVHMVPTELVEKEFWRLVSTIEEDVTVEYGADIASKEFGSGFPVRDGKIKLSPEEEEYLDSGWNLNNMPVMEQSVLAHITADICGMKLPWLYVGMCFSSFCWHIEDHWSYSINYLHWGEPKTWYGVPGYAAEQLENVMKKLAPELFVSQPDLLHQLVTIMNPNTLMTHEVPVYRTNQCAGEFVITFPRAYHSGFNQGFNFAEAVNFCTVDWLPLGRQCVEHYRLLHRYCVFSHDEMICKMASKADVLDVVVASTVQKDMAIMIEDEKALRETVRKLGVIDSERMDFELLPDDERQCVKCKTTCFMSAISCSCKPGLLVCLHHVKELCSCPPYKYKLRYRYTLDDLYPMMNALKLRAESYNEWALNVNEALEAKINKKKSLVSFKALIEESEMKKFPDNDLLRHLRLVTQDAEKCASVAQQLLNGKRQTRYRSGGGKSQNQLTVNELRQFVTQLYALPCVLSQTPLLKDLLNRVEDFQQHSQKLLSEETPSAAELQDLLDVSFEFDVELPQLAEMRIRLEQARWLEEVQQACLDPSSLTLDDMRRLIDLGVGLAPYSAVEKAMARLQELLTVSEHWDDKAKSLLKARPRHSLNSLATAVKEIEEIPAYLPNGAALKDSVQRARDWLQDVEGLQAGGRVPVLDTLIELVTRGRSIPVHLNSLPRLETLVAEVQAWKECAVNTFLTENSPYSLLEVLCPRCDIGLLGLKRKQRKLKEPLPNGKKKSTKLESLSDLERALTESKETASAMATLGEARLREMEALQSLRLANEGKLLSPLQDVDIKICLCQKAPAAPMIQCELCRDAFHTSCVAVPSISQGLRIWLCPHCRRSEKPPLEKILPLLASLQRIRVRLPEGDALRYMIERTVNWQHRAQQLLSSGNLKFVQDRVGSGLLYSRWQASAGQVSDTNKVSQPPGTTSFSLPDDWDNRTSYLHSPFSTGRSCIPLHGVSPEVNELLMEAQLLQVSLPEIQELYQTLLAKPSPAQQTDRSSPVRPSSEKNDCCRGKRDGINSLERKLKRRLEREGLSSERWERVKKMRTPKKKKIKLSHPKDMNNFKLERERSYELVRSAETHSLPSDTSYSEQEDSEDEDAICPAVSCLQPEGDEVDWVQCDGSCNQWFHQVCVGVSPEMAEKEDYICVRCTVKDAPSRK
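Here, H3K4me3 peptide (12.5 µM in substrate mix) is demethylated by KDM5BΔAP, 200 nM final, after 10 min compound exposure. Formaldehyde product is coupled through FDH (0.25 U/mL in mix) to NADH fluorescence; 30-min ΔRFU feeds dose-response curves.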
Active calls of the source: *; i = inactive; ? = inconclusive; & = joins results of further samples; [ ] = remark or other dose. Potency is read from the fitted curve at half-maximal effect.

SMILES	KDM5B inh
Cc1ccccc1NS(=O)(=O)c1ccc2c(c1)c(=O)n(CC(=O)N1CCCCCC1)c(=O)n2C	-6.4%
COc1ccc(Oc2c(C)oc3cc(OCC(=O)N4CCC(C(N)=O)CC4)ccc3c2=O)cc1	7.2%
CC(C)NC(=O)C1CC(=O)N(c2n[nH]c3cc(Br)ccc23)C1 (stereo not drawn)	-6.9%
CCc1nc(C)ccc1OCC(=O)N1CCCn2nc(C(C)O)cc2C1 (stereo not drawn)	-2.7%
CCOc1ccccc1NC(=O)C(C)N(c1ccccc1)S(C)(=O)=O (stereo not drawn)	-27.7%
COc1ccc(CCN=C(N)C(C)c2ccccc2)cc1OC (stereo not drawn)	36.3%
O=C(Nc1cccc(C(F)(F)F)c1)c1cc(-c2ccc3c(c2)OCCO3)on1	?
Cc1ccc(C(=O)O)cc1N1CC(O)=C(c2nc3ccccc3n2C)C1=N	7.6%
COc1cccc(CNC(=O)c2ccc(NC(=O)N3CCSc4nc(C)cc(C)c43)cc2)c1	-1.6%
CC(C)(CNC(=O)c1ccc(Br)o1)CNC(=O)c1ccc(Br)o1	31.1%
COc1cc(NC(=O)Cn2c(-c3ccccc3)cc(C(C)=O)c2C)cc(OC)c1	-14.6%
CC(=O)N1CCN(C(C(=O)O)c2c[nH]c3ccc(Cl)cc23)CC1 (stereo not drawn)	10.1%
Cc1[nH]nc2c1C(c1ccccc1OCc1ccc(F)cc1)CC(=O)N2 (stereo not drawn)	3.6%
CC1CCCN(Cc2c(O)ccc3c(=O)c(Oc4ccc(C(C)(C)C)cc4)c(C(F)(F)F)oc23)C1 (stereo not drawn)	-2.8%
CCOC(=O)c1ccccc1NC(=O)c1cc2c(=O)oc3ccc(C)cc3c2s1	?
O=C1NCCOCCCN(C(=O)NCCc2ccccc2)[C@H]2CCCC[C@@H]12	12.3%
Cc1ccc(S(=O)(=O)n2nc(-c3ccco3)nc2NCc2ccc(N(C)C)cc2)cc1	?
O=C1Cc2cc(-c3csc(NC4CC4)n3)ccc2N1	-32.8%
Cc1oc(-c2cccc(Cl)c2)nc1CN1CCC(C(=O)NCCCN2CCN(c3ccc(F)cc3)CC2)CC1	?
COCCN(CCOC)C(=O)c1ccc(NS(=O)(=O)c2ccc3[nH]c(=O)[nH]c3c2)cc1	30.6%
CC(=O)NCCc1ccccc1	11.0%
Cc1nn(-c2ccccc2[N+](=O)[O-])c(C)c1[C@@H]1C=C[C@@H](NCc2ccco2)C1	?
CCCn1cc(CNC(=O)c2cn(CCN)nn2)cn1	-16.6%
O=C(Nc1nc(C23CC4CC(CC(C4)C2)C3)cs1)c1cc(-c2cccnc2)nc2ccccc12	7.1%
COCCn1c(SC(C)c2nc(C(C)(C)C)no2)nc2sc(C)c(C)c2c1=O (stereo not drawn)	93.2%[activator]
N#Cc1ccccc1CNc1ccc(F)cc1Cl	19.0%
CC(C)CCNC(=O)c1ccc(NC(=O)N2CCCCc3ccccc32)cc1	5.1%
Cc1ccc(NC(=O)Cn2nc(C(=O)Nc3ccc(C)cc3)ccc2=O)cc1	-4.3%
O=C(Nc1ccc(S(=O)(=O)N2CCOCC2)cc1)c1c(F)cccc1F	3.6%
CC1(C)[C@H](Cc2cc(CC3CCCCC3)on2)C[C@@H]1NS(C)(=O)=O	?

In another format: two of the compounds above.
KDM5B inh | molecule
3.6% | O=C(Nc1ccc(S(=O)(=O)N2CCOCC2)cc1)c1c(F)cccc1F
19.0% | N#Cc1ccccc1CNc1ccc(F)cc1Cl

The listing continues.
SMILES	KDM5B inh
COc1ccc(C(=O)NC(C)C(=O)N2CCN(c3ccccn3)CC2)cc1F (stereo not drawn)	?
CCOc1ccc(/C=C/C(=O)Nc2cccc3cccnc23)cc1OC	42.3%[activator]
Cc1cc(C)c(CNC(=O)c2cc(-c3ccc(CN(C)C)cc3)cc3ncn(C)c23)c(=O)[nH]1	6.7%
Cc1sc2ncn(CC(=O)Nc3ccc(C(C)C)cc3)c(=O)c2c1S(=O)(=O)N1CCN(c2ncccn2)CC1	-14.7%
CC(NC(=O)c1cc(F)cc(F)c1)c1cccc(NS(C)(=O)=O)c1 (stereo not drawn)	20.9%
COc1ccc(CNC(=O)Cc2c(C)c3c(OC(C)=O)cc(OC(C)=O)cc3oc2=O)cc1	i
CC(C)CCNC(=O)C(CC(C)C)NC(=O)OC(C)(C)C (stereo not drawn)	15.3%
CC(NC(=O)c1ccco1)c1ccc(-c2ccccc2)cc1 (stereo not drawn)	13.8%
Cc1csc(CNC(=O)/C=C/c2cccnc2)n1	-8.1%
N#Cc1cccc(NC(=S)N[C@H]2CO[C@H]3[C@@H]2OC[C@@H]3n2cc(-c3ccccn3)nn2)c1	-7.2%[86.2 µM]
COc1ccc(C)cc1C(=O)N1CCc2onc(-c3ccccc3F)c2C1	27.4%
O=C(CC[C@H]1NC(=O)c2ccccc2NC1=O)NCCn1cnc2ccccc21	21.6%
Cn1c(CN2CCOCC2)nnc1C1CCCN(C(=O)CNC(N)=O)C1 (stereo not drawn)	-15.7%
CCOc1ccc(N(C(C)C(=O)NCCSc2ccc(Cl)cc2)S(C)(=O)=O)cc1 (stereo not drawn)	?
Cc1cc(C(=O)NCc2ccc(F)cc2)c2c(C3CCNC3)noc2n1 (stereo not drawn)	-25.6%[115 µM]
COc1ccc(C2CC(=O)NC3=C2C(=O)CC(C)(C)C3)cc1 (stereo not drawn)	8.8%
COCCN1CCCCCC(O)c2cc(C(=O)N(C)CCCc3c(C)nn(C)c3C)ccc21 (stereo not drawn)	-18.3%
N#Cc1c(SCC(=O)N2CCCC2)nc(N2CCCC2)c2c1CCCC2	29.3%
CCCSc1ncc(Cl)c(C(=O)Nc2c(C(=O)Nc3ccc(C)cc3)oc3ccccc23)n1	-8.0%
COc1ccc(C(=O)COc2cccc(C#N)c2)cc1OC	12.1%
CC1=C[C@@H](CN2CCC(CO)CC2)[C@H](C(C)C)C[C@H]1Cc1nnc(-c2cccnc2)o1	15.0%[86.2 µM]
Cc1ccc2c(c1)OC=CC(C(=O)Nc1ccc(Cl)c(Cl)c1)=C2	9.3%
Cc1nc2c(c(=O)[nH]1)CCN(CC1(O)CNCCOC1)CC2 (stereo not drawn)	-29.1%
N#CC1=C(N)Oc2n[nH]c(-c3ccccc3)c2C12C(=O)N(Cc1cccc(F)c1)c1ccccc12 (stereo not drawn)	-4.4%
O=C(Nc1cccc(F)c1)N1CCC(n2cnnc2C2CC2)C1 (stereo not drawn)	9.8%
Cc1ccc(C2Cn3cnc(C(=O)N4CCC(C(=O)NCc5ccc(F)cc5)CC4)c3CO2)cc1 (stereo not drawn)	5.6%
C[S+](=O)([O-])c1ccc(-c2cc3c(cn2)CN(Cc2ccccc2)CCN3)cc1	28.2µM*
O=C(NC1CCCc2ccccc21)c1ccc(F)cc1F (stereo not drawn)	20.9%
COc1ccccc1N1CCN(C(=O)C2N(C(C)C)C(=O)C23CCCC3)CC1 (stereo not drawn)	14.9%
Cc1noc(C)c1S(=O)(=O)N[C@@H]1C[C@H](Cn2cc(C3CC3)nn2)[C@@H](O)[C@H]1O	-14.0%[86.2 µM]

Some of these compounds in order of the KDM5B inh value, highest first.
SMILES	KDM5B inh
O=C(NC1CCCc2ccccc21)c1ccc(F)cc1F (stereo not drawn)	20.9%
O=C1NCCOCCCN(C(=O)NCCc2ccccc2)[C@H]2CCCC[C@@H]12	12.3%
CC(=O)N1CCN(C(C(=O)O)c2c[nH]c3ccc(Cl)cc23)CC1 (stereo not drawn)	10.1%
CCCSc1ncc(Cl)c(C(=O)Nc2c(C(=O)Nc3ccc(C)cc3)oc3ccccc23)n1	-8.0%
Cc1sc2ncn(CC(=O)Nc3ccc(C(C)C)cc3)c(=O)c2c1S(=O)(=O)N1CCN(c2ncccn2)CC1	-14.7%
Cn1c(CN2CCOCC2)nnc1C1CCCN(C(=O)CNC(N)=O)C1 (stereo not drawn)	-15.7%

Next section
SMILES	KDM5B inh
CC(C)N1C[C@H](O)C[C@H]1c1nnc2n1CCN(C(=O)Cn1c(=O)oc3ccccc31)C2	-24.5%
COc1ccc(-n2nc(C3CCN(Cc4ccc(OC(F)(F)F)cc4)CC3)[nH]c2=O)cc1	-15.0%
COc1cccc(CNC(=O)NCc2noc3ccc(C)cc23)c1	1.0%
CCOc1ccc(N(C(=O)C23CC4CC(CC(C4)C2)C3)C2C=CS(=O)(=O)C2)cc1 (stereo not drawn)	-12.5%
CCCC1=C(C(=O)OCC)C(c2ccc(C)cc2)C(C#N)=C(N)O1 (stereo not drawn)	?
Cc1ccc(-c2noc([C@@H]3Cc4nc[nH]c4CN3Cc3ccc(N(C)C)cc3)n2)cc1	-6.5%[86.2 µM]
COc1ccc(NC(C)=O)cc1NC1CCOC1=O (stereo not drawn)	-6.9%
COc1ccc(C2Cn3nnc(-c4nc(-c5ccc(F)c(Br)c5)no4)c3CO2)cc1 (stereo not drawn)	-31.8%
O=C1NC2(CCN([S+](=O)([O-])c3cccc(C(F)(F)F)c3)C2)Oc2ccccc21 (stereo not drawn)	4.6%
Cc1cc(C)c2c(-n3cccc3)c(C(=O)NCc3cccc(F)c3)sc2n1	-8.2%

Structural class, those above containing bromine.
SMILES	KDM5B inh
CC(C)NC(=O)C1CC(=O)N(c2n[nH]c3cc(Br)ccc23)C1 (stereo not drawn)	-6.9%
CC(C)(CNC(=O)c1ccc(Br)o1)CNC(=O)c1ccc(Br)o1	31.1%
COc1ccc(C2Cn3nnc(-c4nc(-c5ccc(F)c(Br)c5)no4)c3CO2)cc1 (stereo not drawn)	-31.8%

Continued:
SMILES	KDM5B inh
COc1cccc(C2=NN(C(=O)CCCC(=O)O)C(c3cccs3)C2)c1 (stereo not drawn)	3.1%
Cn1c(=O)c2c(ncn2Cc2ccccc2Cl)n(C)c1=O	-9.1%
COc1ccc(C2CCCN2CC(=O)N(CCC#N)c2ccccc2)cc1 (stereo not drawn)	-18.6%
O=C(C1CC1)N1CCn2c(nn(-c3ccncc3)c2=O)C1	-27.2%[86.2 µM]
COc1ccccc1-c1cn2c(n1)CO[C@@H](CNCc1cccnc1)C2	?
CC1=C(C#N)C(NC(=O)CCC2CCCCC2)(C(F)(F)F)C(=O)N1 (stereo not drawn)	-15.3%
Cc1cccc[n+]1Cc1ccccc1	-7.3%
CCNC(=O)CN1CCN(c2ccnc3c(F)ccc(F)c23)CC1	8.9%
CCc1ccccc1NC(=O)CSc1nc(C)c(C)o1	33.8%&-1.4%[activator]
CCn1c(C2CCN(C(=O)CCc3ccccc3OC)CC2)nn(C)c1=O	-1.2%
Cc1ccccc1NC(=O)c1cc2ccccc2o1	7.9%
O=C(Nc1ccccc1Cl)N1CCCN(c2nc(-c3ccccc3)ns2)CC1	-2.2%
O=C(c1ccc[nH]1)N1CCCC(n2cc(-c3nc(C4CC4)no3)nn2)C1 (stereo not drawn)	3.0%
COc1ccc(Nc2nc(N3CCCC3)c3nccnc3n2)c(OC)c1	-1.1%
O=C(CCCc1ccccc1)N1C[C@@H](CO)[C@H](c2ccccn2)C1	-5.1%
CCCCc1nc(SCC(=O)Nc2ccc(OC)cc2)c2c3c(sc2n1)COC(C)(C)C3	14.3%
CC(C(=O)NCCCN1CCOCC1)C1CCN(C(=O)c2cc3ccccc3[nH]2)CC1 (stereo not drawn)	5.1%
COCCN1CCCCCC(O)c2cc(C(=O)N3CCN(c4ccc(F)cc4)CC3)ccc21 (stereo not drawn)	-4.6%
Cn1c(=O)[nH]c(=O)c2c1nc(NCCc1ccccc1)n2CC(=O)c1ccccc1	-4.8%
CCC(CC)NC(=O)C1CCc2nc(N3CCN(C(=O)C(C)C)CC3)sc2C1 (stereo not drawn)	13.4%
COCCCNc1nc2c(c(=O)n(Cc3ccccc3)c(=O)n2C)n1C	-7.5%&2.9%
Cc1ccc2nc(/C(C#N)=C/c3ccc(-c4ccc(F)cc4F)o3)[nH]c2c1	-3.1%&-12.2%
Cc1ccc(NC(=O)CCc2ncc(-c3c(F)cccc3F)o2)c(O)c1	11.9%
C[C@]1(CO)[C@H]2Cc3sc(NC(=O)c4ccnc(Cl)c4)nc3[C@@H](CC(=O)O)[C@]2(C)CC[C@H]1O	5.3%
Cc1ccc(NC(=O)CN2C(=O)NC3(CCC(C)CC3)C2=O)cc1F (stereo not drawn)	-19.0%
COc1cccc(CNC(=O)C2CN(Cc3ccccc3)C(=O)N2)c1 (stereo not drawn)	5.8%[86.2 µM]
CC(C)CNC(=O)C(NC(=O)c1ccccc1)C1CCN(C(=O)CC(C)C)CC1 (stereo not drawn)	6.0%
COc1ccc(-c2cc(C(=O)O)c3ccc(C)c(C)c3n2)cc1OC	?
CS(=O)(=O)Nc1ccccc1NS(C)(=O)=O	?
COc1ccc(-n2c(SCc3ccccc3)nc3c([nH]c4ccccc43)c2=O)cc1	-16.4%
COc1ccc(NC(=O)c2cc3c(N4CCSCC4)nc(C)cn3n2)cc1F	28.2µM*
c1cncc(-c2ccnc3nc(C4CCC4)nn23)c1	?
CCN(CC)S(=O)(=O)c1ccc(F)c(C(=O)NCC2COc3ccccc3O2)c1 (stereo not drawn)	17.2%
Cc1cc(C)n2nc(C(=O)N/N=C/c3cn(C)nc3C)nc2n1	-36.9%
O=C1COCCN1c1cc(-c2cnc3[nH]ccc3c2)cn2cncc12	?
CCC(C)Sc1cc(C(F)(F)F)c(C(=O)Nc2ccc(Cl)cc2)cn1 (stereo not drawn)	-56.7%
Cc1ccc(C)c(Nc2nn3c(=O)c4ccc(C(=O)NCCC5=CCCCC5)cc4nc3s2)c1	-15.0%
COC(=O)C1CN(Cc2ccc(OC)cc2)CCS(=O)(=O)N1Cc1cn(Cc2ccc(F)cc2)nn1 (stereo not drawn)	?
O=C(Nc1ccc(C(F)(F)F)cc1)c1cc(S(=O)(=O)NC2CCCCCC2)ccc1F	-17.5%
CC(c1ccc(F)cc1)n1c(-c2cnccn2)n[nH]c1=S (stereo not drawn)	9.5%
CCc1ccc(NCc2cccn2-c2nnc(N3CCCCCC3)s2)cc1	-41.3%
Cc1ccccc1C(=O)Nc1ccc2oc(-c3ccccc3C)cc(=O)c2c1	13.1%

This is a subset. The share of hits here may be higher or lower than overall.
